# Screening results deposited in PubChem by Broad Institute.
# Cneo AK release: Cryptococcus neoformans lysis via adenylate kinase release; AID 651654; lysis activity, % at 15 µM; actives 0.2% (n = 360,000); C. neoformans lysis, adenylate kinase release luminescence, 4 h; normalised: neutral wells 0, clomiphene wells 100;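 active means mean lysis activity across replicates of at least 80%, whatever share of replicates individually reach that level; inactive means mean lysis activity below 80%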
#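 Signal: Adenylate kinase release luminescence | Assay system: Log-phase Cryptococcus neoformans yeast cells | Input: Cells at 5 × 10^6 per mL | Buffer or medium: Fresh YPD growth medium | Compound: Single dose | Schedule: Static 4 h at 37 °C with compound, 1 h detection | Controls: Clomiphene | Read-out: Luminescence rise reflecting yeast cell lysis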
# LGR2 inh: inhibitors of bursicon-induced Drosophila LGR2 receptor cAMP signaling; HEK293 LGR2, CRE-luciferase, bursicon-stimulated, 4 h; inhibition, % at 9.99 µM; actives 0.35% (n = 380,000); AID 720647;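 active means drop in luminescence signal, shown as inhibition above about 50% in the replicate tests, limit read from the data, passing the limit was not always enough; inconclusive means probably only some replicates passing the limit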;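 further: agonist challenge used bursicon conditioned medium at about half maximal strength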
# C2C12 statin: suppression of simvastatin myotoxicity. AID 602340. C2C12 myotubes + simvastatin, ATP luminescence, 48 h; scaled: DMSO 0, geranylgeraniol control 100. actives 0.78% (n = 330,000). rescue of ATP level, % at 7.49 µM;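 active means mean ATP rescue above about 67%, or every replicate alone reaching that limit, limit read from the data, passing the limit was not always enough; inconclusive means no clear call, values can overlap the other calls; inactive means mean under the limit and some replicate under it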;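 further: myotubes were challenged with 10 µM simvastatin during compound exposure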
# INS-1E GSIS act: GLuc luminescence reporter in INS-1E cells, primary screen for activators of glucose-dependent secretion of insulin. activation, % at 16.6 µM. INS-1E GLuc reporter insulin secretion, 2-3 h. actives 0.61% (n = 370,000);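 active means lowest replicate activation of at least 40%, so every replicate reaches that level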;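 further: 0% = median of neutral control wells and 100% = median of IBMX positive control wells; some compounds called inactive have numbers as strong as hits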
# ARNT-TACC3 inh: disrupts binding between human ARNT and TACC3. AlphaScreen His-ARNT PAS-B/GST-TACC3 binding, luminescence; TACC3 fragment carries E629A point mutation. inhibition, % at 9.99 µM. AID 623870. actives 0.66% (n = 390,000). Q9Y6A5;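 active means mean inhibition of replicates at least 50% and at least half of replicates each reaching 50%; inconclusive means half or more replicates reach 50% but mean below 50%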;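 further: 0% = complete ARNT plus TACC3 wells and 100% = ARNT alone without TACC3; many hits fall short of the cut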
# PGC1a acetyl inh: PGC1a acetylation modulation, inhibitor mode. U2OS PGC1a acetylation, AlphaScreen anti-acetyl-lysine; with virally co-expressed GCN5 acetyltransferase. inhibition, % at 15.6 µM. actives 0.17% (n = 350,000). AID 651687;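 active means every replicate shows inhibition of at least 40%; inconclusive means mean inhibition at least 40% but some replicate below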;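 further: 0% = neutral control wells and 100% = positive control wells; some results beyond the cut were filed as inactive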
# PAX8 inh HTS: inhibitors of PAX8 transcriptional activity in RMG-I cells; RMG-I TPO-luciferase reporter, SteadyGlo, 24 h; inhibition, % at 12.6 µM; actives 1.2% (n = 360,000);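 active means mean replicate inhibition at least 60% with every replicate also reaching 60%; inconclusive means only one of the two criteria is met; inactive means mean below 60% and not all replicates reaching 60%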;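 further: luciferase light reporting Pax8 driven TPO promoter activity; plate controls were median of neutral control wells for no effect and mitoxantrone controls for full effect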
# PglD inh: inhibitors of Campylobacter jejuni PglD acetyltransferase; actives 0.098% (n = 360,000); inhibition, % at 12.5 µM; purified PglD enzyme, DTNB colorimetric CoA detection; in the data active means inhibition above about 16%, passing the limit was not always enough; inconclusive means no clear call, values can overlap the other calls; further: strong numbers were not always called active
# Starred values were filed as active, the others as inactive; ? = inconclusive; / = not tested or not shown; & = joins results of further samples.
SMILES,Cneo AK release,LGR2 inh,C2C12 statin,INS-1E GSIS act,ARNT-TACC3 inh,PGC1a acetyl inh,PAX8 inh HTS,PglD inh
CCC(=O)Nc1ccc2c(c1)C(=O)N(C)C[C@H](OC)[C@@H](C)CN(Cc1ccccc1C(=O)O)[C@@H](C)CO2,3.2,-17.9,-0.5,14.6,/,-4.2,-5.6,4.4
COc1ccc(S(=O)(=O)Cc2ccc(C(=O)N3CCN(c4cccc(C)c4C)CC3)o2)cc1,-1.8,-13.6,-9.9,-36.6,-15.3,-3.0,35.5,5.0
N#Cc1ccc(COc2cccnc2[N+](=O)[O-])cc1,/,-24.4,-6.7,20.7,-1.4,/,-29.8,/
c1ccc2[nH]c(SCCN3CCOCC3)nc2c1,-1.8,/,1.0,/,-13.0,/,/,-6.0
CC1Cc2ccccc2N1C(=O)COC(=O)/C=C/c1ccc(F)cc1 (stereo not drawn),0.3,16.9,-12.8,/,1.6,5.7,-9.7,0.1
CCCN(CC1CC1)C(=S)NC(=O)C1CC1,-2.1,10.9,-8.8,8.1,-1.7,-0.5,4.9,-0.9
CC(C)(C)NC(=O)C(c1ccc(-c2ccccc2)cc1)N(C[C@H]1CC[C@@H]([C@@H]2CC[C@H](CO)O2)O1)C(=O)c1cccc(Cl)c1 (stereo partly drawn),-2.2,5.7,7.6,/,-0.3,0.1,25.4,1.9
CN1CCN(c2nnc(-c3ccc(Cl)cc3)c3ccccc23)CC1,0.3,2.4,-4.6,19.2,-4.8,-3.3,16.3,-7.9
C[C@@H]1CN([C@@H](C)CO)C(=O)Cc2cc(NC(=O)Nc3ccc4c(c3)OCO4)ccc2O[C@@H]1CN(C)S(=O)(=O)c1cn(C)cn1,-2.9,5.0,-2.1,21.8,-8.5,-2.2,-11.4,-0.6
CC(NC(=O)OC(C)(C)C)C(=O)Oc1ccc2ccc(=O)oc2c1 (stereo not drawn),0.6,/,7.1,/,-2.1,-2.7,/,-1.4
COc1cc(Cl)c(CNC[C@H]2O[C@@H](n3cnc(C(N)=O)n3)[C@H](O)[C@@H]2O)c(Cl)c1O,-2.4,5.6,4.8,-5.8,-6.3,-13.4,-14.7,-0.9
O=C(NCc1ccccc1)C1CCN(C(=O)NCc2ccccc2)CC1,-0.4,4.6,2.3,6.0,1.6,-13.5,-7.1,-0.3
COc1ccc(S(=O)(=O)NCc2cccnc2)cc1NC(=O)c1ccccc1C,-1.0,/,7.7,/,-2.8,11.2,0.6,-2.1
COCC(=O)Nc1ccc2c(c1)OC[C@H](C)N(C(=O)CC1CC1)C[C@@H](C)[C@@H](OC)CN(C)C2=O,4.9,-9.1,1.0,-7.1,-1.4,13.0,1.3,1.8
O=[N+]([O-])c1ccccc1N/N=C/c1cccc(O)c1O,/,-32.7,7.7,8.0,23.8,-0.1,-26.3,/
O=C(c1ccc(F)cc1)N1[C@H](CO)[C@H]2c3ccccc3NC[C@H]21,-1.8,3.2,-2.5,-6.6,3.0,0.0,-2.8,0.4
CCN(CCCNC(=O)C1CCC(=O)N1C(C)C)c1cccc(C)c1 (stereo not drawn),-0.1,0.6,125.9*,-4.8,-4.1,48.1,/,-0.4
CN(C(=O)c1cc2ccccc2oc1=O)C1(C)CCS(=O)(=O)C1 (stereo not drawn),/,9.3,3.9,3.6,-0.2,7.3,-8.3,/
Cc1cc(C)n(CC(O)COc2ccc3ccccc3c2)n1 (stereo not drawn),/,-29.7,/,-1.8,-5.3,-0.9,-76.7,/
O=C(Nc1ccc(C(F)(F)F)cc1)c1cc(S(=O)(=O)NCC2COc3ccccc3O2)ccc1F (stereo not drawn),-1.4,8.0,/,-29.5,10.1,-11.1,32.8,-2.3
C[C@@H]1CCCCO[C@@H](CN(C)Cc2ccncc2)[C@@H](C)CN([C@@H](C)CO)C(=O)c2cc(NS(=O)(=O)c3ccccc3)ccc2O1,4.6,-9.2,/,-1.0,-3.7,-1.6,-1.5,2.4
CCCn1cnc2c(=S)nc(N)[nH]c21,/,7.5,/,22.9,8.0,/,50.1,/
CCOC(=O)[C@H]1[C@H]2COc3ccc(OC)cc3[C@@H]2N2C(=O)CN(Cc3ccc(C)cc3)C(=O)[C@@]12C,11.1,/,-7.7,/,-2.4,/,-2.0,1.3
Cc1cccc([C@@H]2[C@@H]3C(=O)N(Cc4ccccc4)C(=O)[C@@H]3[C@]3(Cc4ccc(Cl)cc4)C(=O)N(c4cccc(Cl)c4)C(=O)N23)c1,-2.3,4.1,23.9,18.2,-5.9,3.7,18.0,0.7
COc1cc(OC)c(NC2=NCCCCC2)cc1Cl,-1.9,/,-13.2,/,9.2,2.3,/,3.0
CC1CCN(C(=O)c2ccc(NS(=O)(=O)c3ccc4[nH]c(=O)[nH]c4c3)cc2)CC1,/,-0.6,10.5,-3.9,4.8,/,2.5,/
CC(=O)Nc1cccc(NC(=O)c2ccc(S(=O)(=O)NCc3ccco3)cc2)c1,-0.5,6.3,6.8,-18.5,/,-6.5,18.2,-5.8
CCN(Cc1ccccc1)C(=O)COC(=O)c1cnc(C)cn1,-0.9,26.6,9.7,-3.6,1.2,12.6,-11.9,-4.0
CCNC(=S)Nc1ccc(N2CCCCC2)cc1,/,-46.4,/,-22.9,2.8,/,-161.2,/
CC(NC(=O)c1ccc2c(c1)OCCO2)C(=O)O (stereo not drawn),1.6,/,-7.3,/,9.3,7.3,/,5.4
CCOC(=O)c1[nH]ncc1CN1CCN(Cc2ccc(C)cc2)C(CCO)C1 (stereo not drawn),-0.6,/,-6.2,0.9,0.3,/,6.2,-4.2
N#Cc1nc(Cc2ccccc2)oc1N1CCC(Cc2ccccc2)CC1,1.3,/,?,/,9.6,-19.6,/,-10.0
Cn1c(=O)[nH]c(=O)c2c1nc(N1CCN(c3ccccc3)CC1)n2CCSc1ncccn1,-0.6,2.2,-12.1,7.9,-2.1,-5.3,/,-3.0
C[C@H](CO)N1C[C@H](C)[C@@H](CN(C)S(=O)(=O)c2ccc(Oc3ccccc3)cc2)OCc2cn(nn2)CCCC1=O,-1.0&0.3&7.2,10.6&-2.5,-0.4&2.2&-2.8,-1.0&22.7,-21.8&0.3,-1.3&9.6,11.1&15.8,-1.2&-0.2&-1.1
O=C(NCc1ccc(Cl)cc1)c1cccc2c1C(=O)N(CC1CCCO1)C2 (stereo not drawn),4.6,-5.8,25.4,-30.6,-0.1,-2.2,28.5,-4.7
CC(C)CC1NC(=O)N(CC(=O)Nc2ccc3c(c2)CCC3)C1=O (stereo not drawn),1.9,-13.6,3.3,-4.7,4.2,4.0,-6.1,3.7

# Next part (three carried over from the part before).
SMILES,Cneo AK release,LGR2 inh,C2C12 statin,INS-1E GSIS act,ARNT-TACC3 inh,PGC1a acetyl inh,PAX8 inh HTS,PglD inh
C[C@H](CO)N1C[C@H](C)[C@@H](CN(C)S(=O)(=O)c2ccc(Oc3ccccc3)cc2)OCc2cn(nn2)CCCC1=O,-1.0&0.3&7.2,10.6&-2.5,-0.4&2.2&-2.8,-1.0&22.7,-21.8&0.3,-1.3&9.6,11.1&15.8,-1.2&-0.2&-1.1
O=C(NCc1ccc(Cl)cc1)c1cccc2c1C(=O)N(CC1CCCO1)C2 (stereo not drawn),4.6,-5.8,25.4,-30.6,-0.1,-2.2,28.5,-4.7
CC(C)CC1NC(=O)N(CC(=O)Nc2ccc3c(c2)CCC3)C1=O (stereo not drawn),1.9,-13.6,3.3,-4.7,4.2,4.0,-6.1,3.7
COc1ccc(N(CC(=O)NCc2ccc(C)cc2)S(=O)(=O)c2c(C)nn(C)c2C)cc1,/,3.0,/,3.6,-8.2,/,5.4,/
O=C(Nc1ccnn1C1CCN(C/C=C/c2ccccc2)CC1)C1CCCC1,7.9,0.2,-0.9,26.9,-0.1,/,11.1,-9.7
O=C(C[C@@H]1CC[C@@H](NC(=O)c2ccncc2)[C@@H](CO)O1)Nc1ccccc1,0.1,21.0,-0.7,16.9,-16.2,-3.7,-3.2,-1.9
C[C@@H]1CN([C@H](C)CO)C(=O)c2cc(NC(=O)Nc3ccc(F)cc3)ccc2O[C@@H](C)CCCCO[C@@H]1CN(C)S(=O)(=O)c1cn(C)cn1,5.9,-17.2,/,7.4,6.9,-2.5,-22.8,5.4
O=S(=O)(c1ccc(SCCO)nc1)N1CCCC1,-2.5,/,/,/,-0.6,/,-22.8,2.2
Nc1ccccc1SCC(O)Cn1ccc2ccccc21 (stereo not drawn),1.5,/,9.3,/,2.9,/,/,0.6
COc1ccc(OC)c(CNc2ccc3c(c2)nc(C)n3C)c1,1.1,2.4,-1.4,3.8,-7.1,-1.5,-25.2,-4.4
CCN1CCN(S(=O)(=O)c2cc(C)c(OC)cc2C)CC1,4.8,-4.1,12.3,7.0,-13.8,-4.9,/,/
CN(C)c1ccc(NC(=O)c2ccc(COc3cccc(Cl)c3)o2)cc1,-4.4,/,6.0,/,-8.3,-32.7,/,-16.1
O=C(Nc1nnc([C@H]2C[C@H](O)[C@@H](CO)O2)s1)Nc1cccc(Cl)c1Cl,-1.6,-6.4,2.5,-12.5,/,3.0,-42.5,2.4
CN(C)C(=O)c1ccc(-c2ccc(C3[C@@H]4CN(Cc5ccc6c(c5)OCO6)C[C@H]3N4)cc2)cc1 (stereo partly drawn),/,-2.1&0.9,/,-3.8&-0.8,/,-5.1&7.3,14.2&20.2,/
O=C(C[n+]1ccccc1)Nc1ccccc1,-0.6,-4.0,/,-25.3,/,-2.6,7.1,5.1
O=S(=O)(Cc1cc(NCc2ccccc2)nc(-c2ccncc2)n1)c1ccccc1,/,21.7,/,3.7,-3.3,/,-1.5,/
COCc1nnc(NC(C)=O)s1,/,-22.6,/,-0.4,-0.2,/,4.9,/
c1ccc2c(c1)oc1c(-c3ccc4nccn4c3)cccc12,47.2,/,-20.3,/,/,9.6,-8.7,2.2
O=C(CN1CCOC1=O)N1CCCC(Nc2ccc(F)c(F)c2)C1 (stereo not drawn),0.8,0.0,2.1,8.2,-2.0,-2.6,-31.4,5.1
COc1ccc([N+](=O)[O-])cc1/C=N/NC(=O)/C(=C\c1cccs1)NC(=O)c1ccccc1,-0.2,/,-17.3,/,15.7,14.1,-1.0,-0.9
Oc1ccc(C[C@@H]2CNCCN2CC2(c3ccccc3)CC2)cc1,1.6,-14.3,-10.0,-1.4,-3.3,6.5,8.8,3.5
CC(=O)Nc1ccc(OCC(O)CN2CCN(c3cccc(Cl)c3)CC2)cc1 (stereo not drawn),-0.6,/,2.8,/,8.1,/,/,-3.4
NC(=O)C1CCN(C(=O)c2cccc(S(=O)(=O)N3CCCC3)c2)CC1,1.1,11.8,28.7,31.7,-1.3,0.1,-8.6,-1.1
CN(Cc1ccc(Cl)cc1Cl)C(=O)CCNC(=O)c1ccco1,-0.2,-28.9,2.1,/,3.9,6.8,-11.1,-1.5
C[C@@H]1CN([C@H](C)CO)C(=O)c2cc(NS(=O)(=O)c3cccs3)ccc2O[C@@H](C)CCCCO[C@H]1CN(C)C(=O)Nc1ccc(F)cc1,-1.7,-8.6,/,-15.2,0.5,3.2,24.0,-1.3
COc1cccc(CNc2nc(SC)ncc2CO)c1,/,-7.8,/,2.8,-5.5,/,16.9,/
Cc1ccc(SCC(=O)OCC(=O)N(CCC#N)c2ccccc2)cc1C,2.0,20.8,-7.9,46.8,-1.6,/,2.9,2.1
